Compound activity deposited in PubChem BioAssay by Johns Hopkins Ion Channel Center.
TMEM16A inh: blocks the mouse calcium-activated chloride channel TMEM16A; HEK293 TMEM16A/YFP iodide influx fluorescence, ionomycin; normalized B-score (activity score, 25-100; higher = stronger inhibition) at 10 µM; 1.2% of 310,000 active; AID 588511;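 active means ratio plate-corrected score three or more library SD toward inhibition, starting fluorescence score within five deviations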;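 further: score derived from kinetic fluorescence span divided by baseline fluorescence per well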
TRPC4 agonist: activators of mouse TRPC4 channel; Q9QUQ5; HEK293 TRPC4beta/mu-opioid, Fluo4 calcium fluorescence; active compounds read high; B-score at 10 µM; 0.49% of 310,000 active; AID 2237;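 active means B-score above 5 SD of library B-scores, and initial fluorescence ratio not above library mean plus 5 SD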;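 further: positive B-score marks a calcium rise read as TRPC4 activation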
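Material: TRPC4beta and mu-opioid receptor HEK293 stable cells | Incubation: 45 min room-temperature Fluo4 loading, 110 s read | Detection: Kinetic Fluo4 calcium fluorescence | Measure: Integrated baseline-normalised fluorescence ratio, converted to per-well B score | Benchmarks: Low control buffer alone, high control maximal DAMGO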
MrgX1 agonist: activates human MrgX1 receptor signaling; B-score at 10 µM; AID 588627; 0.44% of 310,000 active; MrgX1-HEK293 cells, Fluo-4 calcium fluorescence, agonist mode; active compounds read high;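 active means calcium response B-score plate-corrected fluorescence ratio at least 3 library SD, with starting fluorescence B-score inside 5 SD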
Target sequence (Q96LB2 whole entry, looked up): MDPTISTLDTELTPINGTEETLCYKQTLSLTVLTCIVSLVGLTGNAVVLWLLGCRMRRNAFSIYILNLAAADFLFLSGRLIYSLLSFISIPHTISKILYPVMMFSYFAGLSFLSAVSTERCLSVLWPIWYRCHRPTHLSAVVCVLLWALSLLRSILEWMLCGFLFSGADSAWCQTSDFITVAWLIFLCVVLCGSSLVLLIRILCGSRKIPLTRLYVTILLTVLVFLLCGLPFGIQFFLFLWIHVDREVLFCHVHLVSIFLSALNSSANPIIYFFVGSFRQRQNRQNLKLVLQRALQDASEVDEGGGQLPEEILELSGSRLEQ
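Assay system: MrgX1-expressing HEK293 cells / Amount: fifteen thousand cells per well / Doses: test compound in the initial addition of three / Timing: cells plated overnight, dye loaded 0.5 h 37 °C, 0.5 h room temperature / Technique: kinetic calcium dye fluorescence, Fluo-4 NW / Control set: positive and negative controls per plate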
MrgX1 antagonist: blocks BAM8-22 activation of human MrgX1 receptor; Q96LB2; MRGX1-HEK293 calcium flux, Fluo-4, BAM8-22 antagonism; active compounds read low; B-score at 10 µM; 1.3% of 310,000 active; AID 588676;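 active means calcium-response B-score plate-corrected more than 3 library SD below zero, starting fluorescence within 5 deviations, no agonist response on first addition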;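 further: peak minus trough fluorescence over baseline after final BAM8-22 challenge near maximal dose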
TRPC4 PAM: allosteric potentiators of mouse TRPC4 channel. Q9QUQ5. B-score at 10 µM. AID 2227. HEK293 TRPC4beta/mu-opioid, DAMGO EC20, Fluo-4 Ca2+ flux; active compounds read high. 0.42% of 310,000 active;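 active means B-score of calcium response area above 5 SD of library B-scores, with initial fluorescence ratio within 5 SD of library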;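 further: B-score of integrated fluorescence ratio over time as area under calcium response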
RGS4 inh: inhibitors of human RGS4; P49798; HEK293 M3R/RGS4 inducible, Fluo-4 calcium flux; active compounds read high; triggered by carbachol at its EC20; B-score at 10 µM; 0.45% of 310,000 active; AID 463165;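 active means B-score, a plate-corrected calcium signal, over three deviations above library mean, with baseline fluorescence within five deviations of library mean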;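 further: RGS4 expression induced by doxycycline in cells with stable M3 receptor; B-score is computed from the integrated fluorescence ratio over baseline after carbachol; higher B-score means a larger calcium signal and so more RGS4 inhibition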
Target sequence (P49798 whole entry, looked up): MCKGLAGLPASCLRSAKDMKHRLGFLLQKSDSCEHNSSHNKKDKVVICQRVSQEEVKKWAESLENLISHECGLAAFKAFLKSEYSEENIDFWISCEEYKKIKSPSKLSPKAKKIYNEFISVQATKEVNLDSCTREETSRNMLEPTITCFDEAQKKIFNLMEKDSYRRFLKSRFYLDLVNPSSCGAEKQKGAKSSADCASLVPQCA
MrgX1 allo act: allosterically activates human MrgX1 receptor signaling; Q96LB2; 0.63% of 310,000 active; MrgX1-HEK293, Fluo-4 calcium flux, FDSS; active compounds read high; AID 588675; B-score at 10 µM;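 active means plate-corrected calcium response at least 3 library SD above typical, normal starting fluorescence, not activating the receptor alone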;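 further: compound read alongside a low EC10 to EC30 dose of BAM8-22 agonist; peak minus trough fluorescence over baseline measured at the second addition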
TRPC6 activator: activators of mouse TRPC6 channel. Q61143. HEK293-TRPC6 membrane potential dye fluorescence; active compounds read high. B-score at 10 µM. 0.13% of 310,000 active. AID 2550;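 active means B-score of the integrated fluorescence ratio above library mean plus 3 SD, and starting fluorescence ratio within library mean plus 5 SD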;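 further: higher score means more depolarization so channel activation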
TRPC6 inhibitor: mouse TRPC6 channel inhibition. Q61143. HEK293-TRPC6, membrane potential dye, ACh-evoked depolarization; active compounds read low. B-score at 10 µM. 1.1% of 310,000 active. AID 2553;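 active means B-score under library mean minus 3 SD, initial fluorescence not abnormally high, positive integrated signal ratio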;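 further: B-score derived from integrated fluorescence ratio over the kinetic read; more negative B-score means stronger inhibition of depolarization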
TMEM16A act: mouse TMEM16A channel activation, primary screen. Q8BHY3. HEK293 TMEM16A/YFP-H148Q/I152L, iodide quench fluorescence; active compounds read low. B-score at 10 µM. 0.3% of 340,000 active. AID 623877;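 active means fluorescence-ratio B-score plate-corrected deviation score at least 3 library SD below zero, with starting fluorescence score within 5 deviations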;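 further: channel opened by trigger with iodide after compound preincubation; score built on the fluorescence ratio of max minus min over baseline; more negative score means more quench and so TMEM16A activation or potentiation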
TRPC4 inh: blocks the mouse TRPC4 cation channel; Q9QUQ5; HEK293 TRPC4beta/mu-opioid, DAMGO-evoked Fluo4 calcium flux; active compounds read low; B-score at 10 µM; 0.39% of 300,000 active; AID 2247;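 active means B-score over 3 SD under the library average, no early fluorescence shift, positive overall ratio signal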
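Material: HEK293 cells with stable TRPC4beta plus mu-opioid receptor expression / Probe or stimulus: DAMGO in two steps, submaximal then maximal / Compound: single concentration per test compound / Technique: kinetic Fluo4 fluorescence imaging of calcium influx / Read-out: per-well B score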
Active calls of the source: *; i = inactive; / = not tested or not shown.

SMILES | TMEM16A inh | TRPC4 agonist | MrgX1 agonist | MrgX1 antagonist | TRPC4 PAM | RGS4 inh | MrgX1 allo act | TRPC6 activator | TRPC6 inhibitor | TMEM16A act | TRPC4 inh
O=C(CC1SC(=O)N(c2ccccc2)C1=O)Nc1ccc(Br)cc1 (stereo not given) | i | i | i | i | i | i | i | i | i | i | i
COc1ccc(NC(=O)CCc2ccccc2)cc1NC(=O)c1ccco1 | i | i | i | i | i | i | i | i | i | i | i
CC1=CC(C)[C@H](/C=N/n2c(=O)[nH]c3c([nH]c4ccc(Br)cc43)c2=O)C(C)C1 (stereo not given in full) | i | i | i | i | i | i | i | i | i | i | i
C/C(=N\Nc1cc(Cl)nc(C)n1)c1ccc(Cl)c(Cl)c1 | i | i | i | i | i | i | i | i | i | i | i
Cn1ncc(C#N)c1NC(=O)C1CC(c2ccc(Cl)cc2)=NO1 (stereo not given) | i | i | i | i | i | i | i | i | i | i | i
O=C(CCC(=O)N1CCSc2ccccc21)NCc1cccc(Br)c1 | i | i | i | i | i | i | i | i | i | i | i
Cc1[nH]nc(-c2ccc(OCc3cnn(-c4ccccc4)c3)cc2O)c1Oc1ccc(F)cc1 | i | i | i | i | i | i | i | i | i | i | i
COC(=O)c1[nH]c2cc(OC)ccc2c1NC(=O)CN1CCC(C(N)=O)(N2CCCCC2)CC1 | i | i | i | i | i | i | i | i | i | i | i
CC(C)NC(=O)CSc1nc(Cc2ccccc2)nc2ccccc12 | i | i | i | i | i | i | i | i | i | i | i
CC1C(O)=C(c2nc3ccccc3[nH]2)C(=N)N1c1ccccc1 (stereo not given) | i | i | i | i | i | i | i | i | i | i | i
Cc1ccc(CCc2nnc(SCC(=O)Nc3ccccc3Cl)n2-c2ccccc2)o1 | i | i | i | i | i | i | i | i | i | i | i
C=CCN(c1ccccc1)S(=O)(=O)c1cccc(C(=O)N2CC(C)CC(C)C2)c1 (stereo not given) | i | i | i | i | i | i | i | i | i | i | i
O=C1OCc2ccc(NC(=O)C3CCCCC3)cc21 | i | i | i | i | i | i | i | i | i | i | i
O=C(NNC(=S)Nc1ccccc1Cl)c1ccccc1Cl | i | i | i | i | i | i | i | i | i | i | i
O=C(Oc1cc(=O)n2ccccc2n1)c1ccccc1 | i | i | i | i | i | i | i | i | i | i | i
Cc1cc(N2C(=O)C3CC=CCC3C2=O)no1 (stereo not given) | i | i | i | i | i | i | i | i | i | i | i
Cc1cccc(N2CCN(C(=O)c3ccc(NS(=O)(=O)c4ccc5[nH]c(=O)[nH]c5c4)cc3)CC2)c1C | i | i | i | i | i | i | i | i | i | i | i
NS(=O)(=O)c1cc2c(cc1Cl)NC(c1ccccc1OCC(=O)O)NS2(=O)=O (stereo not given) | i | i | i | i | i | i | i | i | i | i | i
CCN(CC)S(=O)(=O)c1ccc(N/N=C(\C)c2ccncc2)c([N+](=O)[O-])c1 | i | i | i | i | i | i | i | i | i | i | i
Cc1ccc(S(=O)(=O)NCC(=O)N(CC(=O)NCC2CCCO2)Cc2ccco2)cc1 (stereo not given) | i | i | i | i | i | i | i | i | i | i | i
CC(C)NC(=O)C1CC=CCC1C(=O)O (stereo not given) | i | i | i | i | i | i | i | i | i | i | i
C=CCc1cccc([C@@H]2[C@@H](C)CC[C@H]3C(=O)N4[C@@H](c5cc(OC)c(OC)c(OC)c5)c5[nH]c6ccccc6c5C[C@H]4C(=O)N23)c1 | i | i | i | i | i | i | i | i | i | / | i
CC1CCN=C(N)S1 (stereo not given) | i | i | i | i | i | i | i | i | i | i | i
COc1ccc(CN(C(=O)c2ccc(-c3ccccc3)[nH]2)C(C(=O)NCC2CCCO2)c2ccc(C)o2)cc1 (stereo not given) | i | i | i | i | i | i | i | i | i | i | i
COc1ccccc1N1CCN(/N=C/c2cc([N+](=O)[O-])ccc2Cl)CC1 | i | i | i | i | i | i | i | i | i | i | i
CCCOc1ccc(N2C(=O)CC(NCc3ccc(S(N)(=O)=O)cc3)C2=O)cc1 (stereo not given) | i | i | i | i | i | i | i | i | i | i | i
Cc1ccc(-c2csc(N/N=C/C=C/c3ccccc3)n2)cc1 | i | i | i | -5.4* | i | i | i | i | i | i | i
CCOC(=O)Cc1nnc(NC(=O)C(CC)Sc2nc(C)cc(C)n2)s1 (stereo not given) | i | i | i | i | i | i | i | i | i | i | i
Cc1cc(Cl)cc(Br)c1OCCCNCC(C)O (stereo not given) | i | i | i | i | i | i | i | i | i | i | i
O=C(COC(=O)c1ccc(Cl)nc1)NC(=O)c1ccc(OC(F)F)cc1 | i | i | i | i | i | i | i | i | i | i | i
O=C(COC(=O)C1=COCCO1)Nc1cc(S(=O)(=O)N2CCCCC2)ccc1Cl | i | i | i | i | i | i | i | i | i | i | i
COc1ccc(-n2nc(C(=O)NCC(=O)N3CCN(Cc4ccc5c(c4)OCO5)CC3)c3ccccc3c2=O)cc1OC | i | i | i | i | i | i | i | i | i | i | i
CCOC(=O)C1(CCOc2ccccc2)CCN(Cc2ccc(C(=O)OC)cc2)CC1 | i | i | i | i | i | i | i | i | i | i | i
COCCNC(=O)c1cn(CCOC)c(=O)c2c1c1ccccc1n2C | i | i | i | i | i | i | i | i | i | i | i
O=C(Nc1ccc2c(c1)C(=O)OC2)Nc1cccc2ccccc12 | i | i | i | i | i | i | i | i | i | i | i
Cc1nn(-c2ccccc2)c(Cl)c1C(=O)N(C)CC(=O)Nc1cccc(F)c1 | i | i | i | i | i | i | i | i | i | i | i
CCn1c(CNc2ccc(Cl)cc2)nnc1SCC(=O)OC1CCCCC1 | 100* | i | i | i | i | i | i | i | i | i | i
Cc1nnc(SCCn2c(N3CCCCCC3)nc3c2c(=O)[nH]c(=O)n3C)s1 | i | i | i | i | i | i | i | i | i | i | i
O=C(OCC(=O)N1CCCCC1)c1cccc(NS(=O)(=O)c2ccccc2)c1 | i | i | i | i | i | i | i | i | i | i | i
COc1ccc(OC)c(S(=O)(=O)N2CCN(C)CC2)c1 | i | i | i | i | i | i | i | i | i | i | i
COc1ccc(-n2nc(C(=O)O)cc2-c2ccccc2)cc1 | i | i | i | i | i | i | i | i | i | i | i
CCC1=NN(C(=O)C(=O)Nc2ccc(OC)cc2)C(O)(C(F)(F)F)C1 (stereo not given) | i | i | i | i | i | i | i | i | i | i | i
CCCCNC(=O)CCn1c(=O)c2ccccc2n(CC(=O)Nc2ccccc2OCC)c1=O | i | i | i | i | i | i | i | i | i | i | i
O=c1oc2ccccc2cc1-c1cn2cccnc2n1 | i | i | i | i | i | i | i | i | i | i | i
CN(C)c1cc(N)c2ccccc2n1 (tested in a mixture with another compound) | i | i | i | i | i | i | i | i | -9.3* | i | -5*
NC(=O)C1(N2CCCCC2)CCN(C2CC(=O)N(CCc3ccccc3)C2=O)CC1 (stereo not given) | i | i | i | i | i | i | i | i | i | i | i
CC(CNC(=O)CN1C(=O)c2cccnc2Oc2ccc(Cl)cc21)c1ccccc1 (stereo not given) | i | i | i | i | i | i | 12* | i | i | i | i
COCCN(C(=O)COC(=O)c1ccc(C=O)cc1)c1c(N)n(Cc2ccccc2)c(=O)[nH]c1=O | i | i | i | i | i | i | i | i | i | i | i
CCOc1ccc([C@@H]2CC=C(C(=O)O)[C@H](c3cccc(Cl)c3)N2S(=O)(=O)c2ccc(C)cc2)cc1 | i | / | i | i | / | / | i | / | / | -6.9* | /
COCCn1cnc2c1c(=O)n(CC(=O)OCC(=O)NCC(F)(F)F)c(=O)n2Cc1ccccc1 | i | i | i | i | i | i | i | i | i | i | i
CC(C)(C)C1CCC(OCC(O)CN2CCN(Cc3ccccc3)CC2)CC1 (stereo not given) | i | i | i | i | i | i | i | i | i | i | i
COc1ccc(-n2cc(CNC3CCOCC3)c(-c3cccc(F)c3)n2)cc1 | i | i | i | i | i | i | i | i | i | i | i
CC1Cc2nc(SCC(=O)Nc3ccc(F)cc3F)n(C)c(=O)c2S1 (stereo not given) | i | i | i | i | i | i | i | i | i | i | i
N#CCCn1c(=O)n(CCC#N)c2ccccc21 | i | i | i | i | i | i | i | i | i | i | i
O=c1c2ccccc2[nH]c(=S)n1Cc1ccccc1Cl | i | i | i | i | i | i | i | i | i | i | i
CCCC(=O)N(Cc1cc2cc(C)ccc2[nH]c1=O)c1ccccc1OC | i | i | i | i | i | i | i | i | i | i | i
COc1ccc(C2/C(=C(/O)c3ccc(C)cc3)C(=O)C(=O)N2c2ccccn2)cc1 (stereo not given) | i | i | i | i | i | i | i | i | i | i | i
CCN(c1ccccc1)S(=O)(=O)c1cc(NC(=O)Nc2ccccc2C#N)ccc1Cl | 25* | i | i | i | i | i | i | i | i | i | i
CC1CCN(c2c(NCc3ccc(C(=O)N4c5ccccc5CC4C)cc3)c(=O)c2=O)CC1 (stereo not given) | i | i | i | i | i | i | i | i | i | i | i
CC(=O)NCCc1nc2cc(NC(=O)c3ccc([N+](=O)[O-])cc3)ccc2n1C | i | i | i | i | i | i | i | i | i | i | i
Carrying on:
SMILES | TMEM16A inh | TRPC4 agonist | MrgX1 agonist | MrgX1 antagonist | TRPC4 PAM | RGS4 inh | MrgX1 allo act | TRPC6 activator | TRPC6 inhibitor | TMEM16A act | TRPC4 inh
O=C(CSc1nc2ccccc2c(=O)[nH]1)Nc1ccc(N2CCOCC2)c(Cl)c1 | i | i | i | i | i | i | i | i | i | i | i
COc1ccc(/C=C2\SC(=O)N(CC(=O)NCCCn3ccnc3)C2=O)cc1 | i | i | i | i | i | i | i | i | i | i | i
CCCCC1CC1C(=O)Nc1ncc2c(n1)CC(C)(C)CC2=O (stereo not given) | i | i | i | i | i | i | i | i | i | i | /
O=C(COC(=O)c1ccc(NS(=O)(=O)c2cccs2)cc1)NCC1CCCO1 (stereo not given) | i | i | i | i | i | i | i | i | i | i | i
